CHRM5 antagonist: blocks acetylcholine activation of human M5 receptor | CHO-hM5 cells, Fluo-8 calcium fluorescence, ACh EC80 | hit rate 0.59% among 360,000 | inhibition, % at 3 µM;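 active = inhibition above a per-plate cutoff, the mean of that plate's test compounds plus 3 SD, cut at about 27% in these data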;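 also: 0% = acetylcholine EC80 with DMSO and 100% = DMSO without agonist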
Target sequence (P08912 whole entry, looked up): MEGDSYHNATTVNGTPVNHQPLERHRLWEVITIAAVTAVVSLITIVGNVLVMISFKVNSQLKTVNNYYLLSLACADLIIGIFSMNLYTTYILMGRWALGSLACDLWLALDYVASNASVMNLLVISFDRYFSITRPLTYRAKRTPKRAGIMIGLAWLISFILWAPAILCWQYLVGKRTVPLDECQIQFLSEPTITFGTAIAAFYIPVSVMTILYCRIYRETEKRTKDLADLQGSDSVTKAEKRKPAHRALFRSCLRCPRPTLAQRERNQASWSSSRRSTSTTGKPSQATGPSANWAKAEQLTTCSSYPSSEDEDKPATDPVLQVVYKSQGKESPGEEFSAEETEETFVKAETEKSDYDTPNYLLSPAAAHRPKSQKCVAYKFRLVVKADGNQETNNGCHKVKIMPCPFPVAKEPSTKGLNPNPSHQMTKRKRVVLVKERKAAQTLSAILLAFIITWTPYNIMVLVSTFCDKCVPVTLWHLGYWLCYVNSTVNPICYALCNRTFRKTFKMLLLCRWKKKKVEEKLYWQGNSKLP
CRFBP-R2 agonist: agonists of human CRF-binding protein/CRF-R2 receptor complex. HEK293 CRF-R2/CRF-BP, calcium dye fluorescence (FLIPR); percent of saturating CRF peptide response. activation, % at 13.2 µM. hit rate 0.46% among 350,000. AID 588473;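 active = activation of at least 50%, plus an integration ratio under a set limit after plate pattern correction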;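 also: plate controls were neutral control wells without compound for no effect and CRF at EC100 for full effect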
CHRM4 agonist: agonists of human muscarinic M4 receptor (CHRM4). hit rate 0.14% among 360,000. activation, % at 3 µM. CHO-K1 hM4/Gqi5, Fluo-8 calcium fluorescence; vehicle 0%, full acetylcholine response 100%. P08173;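 active = activation above the run mean over all test wells plus 3 SD, cut at about 32% in these data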;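 also: peak over basal fluorescence ratio per well then scaled between controls; 0% = DMSO wells and 100% = acetylcholine at EC100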
Target sequence (P08173 whole entry, looked up): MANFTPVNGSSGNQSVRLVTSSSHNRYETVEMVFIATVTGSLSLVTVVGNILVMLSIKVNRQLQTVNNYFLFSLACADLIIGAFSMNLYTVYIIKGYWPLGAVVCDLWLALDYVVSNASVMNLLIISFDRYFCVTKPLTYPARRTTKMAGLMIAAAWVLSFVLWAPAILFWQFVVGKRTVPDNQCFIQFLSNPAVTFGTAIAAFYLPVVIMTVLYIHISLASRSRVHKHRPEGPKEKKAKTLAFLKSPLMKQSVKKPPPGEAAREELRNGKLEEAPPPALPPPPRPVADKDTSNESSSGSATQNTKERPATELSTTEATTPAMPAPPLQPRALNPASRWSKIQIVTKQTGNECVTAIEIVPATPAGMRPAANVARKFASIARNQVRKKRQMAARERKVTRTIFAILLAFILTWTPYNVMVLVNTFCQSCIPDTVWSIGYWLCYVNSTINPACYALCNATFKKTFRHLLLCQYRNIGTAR
IDE inh: inhibitors of human insulin-degrading enzyme in cells; P14735; HEK cells, FAbetaB cleavage, fluorescence polarization; inhibition, % at 5.59 µM; hit rate 0.41% among 320,000;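 active = percent inhibition above the average of all tested compounds plus 3 SD, set per screening campaign, cut at about 16% in these data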;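 also: IDE supplied by intact live HEK cells; FP after avidin binding of uncleaved biotin substrate so inhibition keeps polarization high; 0% = DMSO wells and 100% = 60 µM reference IDE inhibitor Ii1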
CHRM5 PAM: potentiates acetylcholine response at human M5 receptor. P08912. CHO-K1 hM5, Fluo-8 calcium, ACh EC20 PAM; 0% = ACh EC20, 100% = ACh EC100. activation, % at 3 µM. hit rate 0.3% among 360,000;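 active = activation above the run cutoff, the mean activation of all test compounds plus 3 SD, cut at about 18% in these data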
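Assay system: CHO-K1 hM5 cells. Also added: acetylcholine at EC20 concentration, added after compound. Dosing: 3 µM, single dose. Times: compound preincubation 140 s before EC20 acetylcholine addition. Signal: Fluo-8 calcium fluorescence. Measure: % activation relative to EC20 and EC100 ACh responses. Repeats: singlicate, one well per test compound.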
CRFBP-R2 block: CRF-BP/CRF-R2 complex antagonism. HEK293 CRF-R2/CRF-BP, CRF-induced calcium fluorescence. inhibition, % at 11.8 µM. hit rate 0.59% among 350,000. AID 588475;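 active = inhibition of the ligand-induced calcium signal above about 50% at the single tested concentration, limit read from the data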
CHRM4 PAM: CHRM4 positive allosteric modulation; P08173; CHO-K1 hM4/Gqi5, Fluo-8 calcium fluorescence, ACh EC20; 0% = ACh EC20, 100% = maximal ACh; activation, % at 3 µM; hit rate 0.4% among 360,000; AID 624126;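 active = activation above its plate's cutoff, the mean activation of sample wells plus 3 SD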; also: some results filed as inactive read as strong as hits
CHRM4 antagonist: CHRM4 antagonism in calcium assay; inhibition, % at 3 µM; AID 624125; CHO-hM4 cells, ACh EC80, Fluo-8 calcium fluorescence; hit rate 0.73% among 360,000;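 active = inhibition above its plate's cutoff, the mean inhibition of sample wells plus 3 SD, cut at about 27% in these data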;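 also: 0% = acetylcholine EC80 with DMSO and 100% = DMSO without agonist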
M5 ag: agonists of human muscarinic M5 receptor (CHRM5); P08912; CHO-K1 hM5 cells, Fluo-8 calcium fluorescence; 0% DMSO wells, 100% maximal acetylcholine response; activation, % at 3 µM; hit rate 0.19% among 360,000; AID 624037;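 active = activation above the run's mean over test compounds plus 3 SD, cut at about 23% in these data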;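 also: signal is peak over basal fluorescence ratio across the kinetic read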
The depositor's hits bear a star; x = not tested or not shown.

SMILES	CHRM5 antagonist	CRFBP-R2 agonist	CHRM4 agonist	IDE inh	CHRM5 PAM	CRFBP-R2 block	CHRM4 PAM	CHRM4 antagonist	M5 ag
COc1cccc(NC(=S)NCc2ccncc2)c1	-2	-2.2	1	-5	0	22	-2	7	-1
O=C(N/N=C/c1ccc(C(F)(F)F)cc1)c1ccc(O)cc1	4	-0.5	1	13	4	-8	-2	7	-2
Cn1ccnc1/C(=N\NC(=O)c1ccc(O)cc1)c1cccc([N+](=O)[O-])c1	-7	-2.9	1	-12	4	9	-2	2	1
CN(C)S(=O)(=O)c1ccc(S(=O)(=O)N2CCCC(C(=O)NC3CC3)C2)cc1 (configuration not stated)	3	-0.8	2	3	1	-6	0	-3	0
CN1CCC(N(C)C(=O)NC2CCCCC2)CC1	6	3.0	1	3	9	-20	4	-10	2
CCc1ccccc1NC(=O)c1nnn(CC(=O)Nc2cccc(C)c2)c1N	6	1.4	2	4	-8	9	-6	13	-7
CC1CCCN(C2=C(NS(=O)(=O)c3ccc(Br)cc3)C(=O)c3ccccc3C2=O)C1 (configuration not stated)	7	0.9	0	2	-2	13	-1	9	-2
CC(=O)NC(Cc1ccc(F)cc1)C(=O)O (configuration not stated)	-2	-2.1	1	-6	-8	15	6	2	-8
CCCc1nc2c3ccccc3ccn2c1Cc1ccc(OC)cc1C	3	x	1	x	-2	x	-1	-9	-1
O=C1CCCN1c1ccc([N+](=O)[O-])cc1	2	1.2	0	x	-5	22	2	-12	0
CNS(=O)(=O)c1cccc(C(=O)OCC(=O)Nc2ccccc2F)c1	-5	1.8	2	2	6	1	-2	0	-1
COC(=O)c1c(NC(=O)c2ccc(C)o2)sc2c1CCCCC2	3	0.0	-1	x	-4	-26	-6	14	0
CCCn1c(C(O)c2cccc(OC)c2)nc2ccccc21 (configuration not stated)	-3	1.1	2	x	-3	0	-5	4	0
COc1ccc(S(=O)(=O)NCc2ccccn2)cc1NC(=O)c1ccc(C)cc1	8	-2.2	1	8	3	2	-1	-1	-1
Cc1ccc(S(=O)(=O)NCc2ccco2)c(C)c1C	-10	2.6	0	4	2	-6	6	4	0
CCOc1ccc(OCC)c(NC(=O)C2CCN(S(=O)(=O)c3cnc[nH]3)CC2)c1	6	-0.9	0	-3	5	3	0	2	-1
Cc1nc2nc(CCNS(=O)(=O)c3ccc(Cl)cc3)cn2nc1C	-19	0.4	1	-2	7	0	13	-7	-2
CC(C)(C)c1nc(SCC(=O)Nc2ccc3c(c2)OCCO3)c2ccccc2n1	-10	0.5	-1	-4	3	-7	11	-2	0
COc1ccc(Nc2cc(C)nc(N3CCOCC3)n2)cc1	-6	-1.7	1	-4	11	-14	12	1	-2
Cc1ccc(C)c(-n2nnnc2Sc2nc([N+](=O)[O-])nn2C)c1	0	1.9	1	6	1	10	4	-12	-4
CCSc1nnc(NC(=O)C(C)(C(F)(F)F)C(F)(F)F)s1	10	20	6	5	-8	49	4	3	5
COc1ccc(OC)c(S(=O)(=O)N(C)CC(=O)O)c1	-8	0.0	0	-8	-5	-6	4	-9	-2
COc1cc2c(=O)n(CCC(=O)NCC3CCCO3)c(=O)n(CC(=O)Nc3ccc(F)cc3)c2cc1OC (configuration not stated)	1	-0.5	-1	-5	3	-13	-1	-3	-4
Cc1cccc(C)c1NC(=O)COC(=O)c1ccccc1Nc1ccccc1	3	0.7	0	-1	-8	18	2	-3	-3
COc1ccc(NC(=O)CC#N)cc1OC	8	-1.1	0	4	0	-17	-2	-2	-2
Cc1ccc(C)c(N2CCN(C(=O)CCNC(=O)Cn3ccc4ccccc4c3=O)CC2)c1	5	0.4	0	10	-5	3	-9	15	-1
Cc1nn(C(C)c2n[nH]c(=S)n2-c2ccc(F)cc2)c(C)c1[N+](=O)[O-] (configuration not stated)	-1	-1.8	0	-8	-2	-21	0	7	1
O=C(O)CSCc1ccc(Cl)cc1	4	5.4	1	2	-3	-14	0	-4	0
O=C(CSc1ncn[nH]1)Nc1cccc2ccccc12	-1	-1.9	1	-3	9	20	5	6	-6
N#CCCN(C(=O)COC(=O)C1=COCCO1)c1ccc(F)cc1	-2	-1.2	0	2	5	3	4	-3	4
C=CCn1c(SCC(=O)Nc2ccc3c(c2)OCO3)nnc1-c1ccccc1O	-2	-1.9	3	4	-11	16	2	3	0
O=C(NCCSCc1c(F)cccc1Cl)Nc1ccccc1	6	-3.4	6	3	-4	22	-4	5	-3
COc1ccc(NC(=O)CSc2nnnn2Cc2ccccc2)cc1	-8	-2.8	3	5	8	8	2	-14	-2
Cc1[nH]c2ccccc2c1C(=O)C(=O)NCc1cccs1	-2	0.6	5	5	-12	2	-2	-2	-1
C=CCN1C(=S)N[C@@H]2CS(=O)(=O)C[C@@H]21	4	-0.3	0	-6	2	1	7	-3	-2
CCn1c(SCc2nc3ccccc3nc2C)nnc1-c1cccs1	-5	-1.1	6	2	-1	-4	2	-3	-5

Record cards, from the list above:
O=C(O)CSCc1ccc(Cl)cc1 as listed: CHRM5 antagonist: 4; CRFBP-R2 agonist: 5.4; CHRM4 agonist: 1; IDE inh: 2; CHRM5 PAM: -3; CRFBP-R2 block: -14; CHRM4 PAM: 0; CHRM4 antagonist: -4; M5 ag: 0
N#CCCN(C(=O)COC(=O)C1=COCCO1)c1ccc(F)cc1 as listed: CHRM5 antagonist: -2; CRFBP-R2 agonist: -1.2; CHRM4 agonist: 0; IDE inh: 2; CHRM5 PAM: 5; CRFBP-R2 block: 3; CHRM4 PAM: 4; CHRM4 antagonist: -3; M5 ag: 4

(further entries)
SMILES	CHRM5 antagonist	CRFBP-R2 agonist	CHRM4 agonist	IDE inh	CHRM5 PAM	CRFBP-R2 block	CHRM4 PAM	CHRM4 antagonist	M5 ag
COC(=O)C1C(O)=C(C=NCc2ccccc2)C(=O)CC1(C)C (configuration not stated)	5	2.3	0	0	-5	4	-4	5	-6
O=C(NCC1CCCO1)C1CCCN(S(=O)(=O)c2cccc3nsnc23)C1 (configuration not stated)	3	1.0	1	2	1	-8	-2	1	-5
COc1ccc(CCN(C)C(=O)C2CCCN(C3CCN(Cc4ccccc4)CC3)C2)cc1OC (configuration not stated)	-19	0.0	0	-2	14	7	3	-10	-9
CC1(C)Cc2c(c(N3CCOCC3)nc3sc(-c4ccc(C(=O)O)o4)c(N)c23)CO1	-3	2.6	2	0	-1	-36	0	-7	2
O=C1COc2ccc(C(=O)COC(=O)c3ccccc3[N+](=O)[O-])cc2N1	4	-0.9	22	6	-7	7	-6	0	10
O=C(COC(=O)CN1C(=O)COc2ccccc21)NC1CCCCC1	1	0.1	1	5	-5	7	0	4	1
CC(=O)Nc1cccc(-c2ccnc3c2CC(C)(C(=O)Nc2ccc4c(c2)OCO4)O3)c1 (configuration not stated)	3	x	3	x	-5	x	-2	-9	2
COCCNC(=O)C1(C)CCN(C(=O)c2oc3ccccc3c2C)C1 (configuration not stated)	-14	x	1	x	1	x	9	-2	1
Cc1ccc2sc(C)[n+](CCCS(=O)(=O)[O-])c2c1	6	-1.3	0	0	-2	11	8	-2	-1
CCOCC(=O)Nc1ccccc1C(=O)OCC	-4	-0.1	-1	4	-3	-10	6	-6	1
CCc1ccc(C(=O)NN=C2CCCCCC2)s1	4	-0.6	0	3	-1	-10	10	-8	-6
Cc1c(C(=O)N2CCCCCC2)oc2ccccc12	-11	-1.1	-1	-1	0	-3	8	-1	-3
COCc1ccc(O)c2ncccc12	-1	-1.0	1	1	7	0	12	-6	-4
O=C(CSc1nc2ccccc2c(=O)n1-c1ccccc1Cl)NC1CCS(=O)(=O)C1 (configuration not stated)	9	0.8	4	10	-3	-7	-1	6	4
Nc1nc(CSC(=S)N2CCN(c3ccccc3)CC2)nc(Nc2ccccc2)n1	5	-1.3	3	-2	-10	-33	-13	5	-1
O=C(O)Cn1ccc2ccccc21	5	-0.8	0	-2	-1	0	-2	-2	-2
Cc1cc(C(=O)N/N=C/c2ccc3ccccc3c2)n[nH]1	9	-1.8	1	x	8	-7	0	14	0
CC(C)n1c(NCc2cccs2)nc2ccccc21	7	0.7	0	4	-4	-3	-6	5	-5
CCn1c(CNC(=O)COc2ccc(C(C)C)cc2)nnc1SCC(=O)Nc1ccc(F)cc1	-9	0.3	7	1	-4	-16	4	-2	5
COCCCNC(=S)N/N=C/c1ccc(O)cc1	-5	0.0	1	-1	5	-6	-8	-21	-6
CCc1nc2ccc(C(=O)NCCc3ccccn3)cn2c1N(CC)CCOC	-6	x	0	x	1	x	-5	5	1
Cc1ccc(S(=O)(=O)N2CCOCC2)cc1NC(=O)CN1CCC(Cc2ccccc2)CC1	12	4.8	6	4	-12	7	-3	-19	-6
COc1cc(CCC(=O)Nc2cc(Cl)ccc2N2CCN(C)CC2)cc(OC)c1OC	9	-0.8	0	-2	-6	12	-4	9	-1
O=C(NC(=O)N1CCN(c2ccccc2)CC1)c1ccc(Cl)cc1	-1	-1.4	-1	-5	5	23	5	2	-1
COc1cc(C(C)=O)ccc1OCC(=O)Nc1cc(S(=O)(=O)N2CCOCC2)ccc1N1CCCC1	-15	-1.7	3	x	1	1	10	-13	-1
CCOc1ccc(CCNC(=O)c2ccc(Cl)c(S(=O)(=O)N3CCOCC3)c2)cc1OCC	-3	0.9	15	-2	-5	3	-8	-1	3
CS(=O)(=O)c1cccc(NC(=O)C2CCCN2S(=O)(=O)c2ccc(F)cc2)c1 (configuration not stated)	9	-1.1	2	7	-4	-2	-1	4	-1
Cc1cccc(C)c1-n1c(=O)n(Cc2ccccc2)c(=O)c2[nH]cnc21	3	-1.1	1	4	0	-7	10	4	1
CCCN1CCC2(CC1)NC(C(=O)O)Cc1c2[nH]c2ccccc12 (configuration not stated)	5	5.9	0	x	0	9	0	1	-3
CC1Cn2c(nnc2-c2cccc(Cl)c2)S1 (configuration not stated)	-1	-2.1	1	-1	1	0	9	-8	0
Cc1ccc(NC(=O)CCC(=O)c2cccs2)c(O)c1	2	0.5	1	2	2	3	3	-7	2
COc1ccc(C2C=C(c3ccc(C)cc3)Nc3ncnn32)cc1 (configuration not stated)	0	2.0	-1	x	-5	-34	3	-10	-3
Cc1ccc(C)c(Nc2ccc3nonc3c2[N+](=O)[O-])c1	10	-12	0	x	-1	4	1	-8	-3
OC(c1cccc(CN2CCCCC2)c1)c1ncc(-c2ccccc2Cl)[nH]1 (configuration not stated)	9	x	2	x	-16	x	-11	-3	-2
CCN(CC)c1ccc(S(=O)(=O)N2CCOCC2)cc1NC(=O)COC(=O)c1ccco1	8	-1.9	8	0	-2	1	-4	-4	0
COCCCNC(=O)CC1C[C@H](C(=O)N(C(C)C)C(C)C)[C@@]2(C)c3[nH]c4ccccc4c3CCN2C1=O (some centres not stated)	-11	-0.3	0	3	7	-6	9	-15	1
COc1ccccc1NC(=O)Nc1nc(CC(=O)Nc2cc(F)ccc2F)cs1	11	2.1	12	1	-18	19	-8	0	2
O=CN1CCN(C(=O)c2ccc([N+](=O)[O-])cc2)CC1	-5	2.4	2	2	4	-4	9	-2	0
Cc1cccn2c(=O)c3cc(C#N)c(=O)n(-c4c(C)n(C)n(-c5ccccc5)c4=O)c3nc12	-2	-2.2	1	1	1	21	8	-6	-2
CCOC(=O)CCNC(=O)N1CCCC(C(=O)c2cc(C)c(OC)c(C)c2)C1 (configuration not stated)	-3	-0.6	1	1	5	0	-1	-4	-3

High-throughput results (PubChem)
